# Bioassay records (PubChem)
# HCT116 PTEN-null: growth suppression of PTEN-null HCT116, primary screen, cell-based, CellTiter-Glo; HCT116 PTEN-null viability, 60 h; active compounds read low; viability, % at 10 µM; 140,000 compounds, 1.2% hits;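 active = viability at or below a set limit, 4 SD under the median of all tested compounds, cut at about 3.7% in these data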;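 note: PTEN knockout HCT116 line with beta catenin targeted HCT116 as companion control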
# Measles CPE: compounds protecting cells from measles virus cytopathic effect, primary screen, measles RdRp inhibitor project, single point, MLSMR library, absorbance. Measles virus-infected cells, CPE protection. 140,000 compounds, 1.5% hits. protection (pct of control), % at 4 µM. AID 841, 2007; in the data active = protection mostly above about 24%, no sharp cut-off; inactive = mostly below about 26%; note: some compounds called inactive have numbers as strong as hits
# E-sel TNF inh: E-selectin induction blockers in HUVEC – imaging, immunofluorescence, high content, primary screen; HUVEC TNFa-induced E-selectin immunofluorescence; inhibition, % at 2 µM; 120,000 compounds, 0.71% hits;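 active = inhibition above the batch mean plus 3 SD, and confirmed as a hit on visual image review, cut at about 43% in these data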;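 note: 0% = TNF-stimulated DMSO wells and 100% = unstimulated control wells; not every result past the cut was called active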
# Yeast growth inh: growth inhibitors of yeast BB579 in restrictive medium, primary screen, yeast lifespan-shortening project, S. cerevisiae. OD615, 48 h. inhibition, % at 10 µM. 140,000 compounds, 0.51% hits. AID 804, 2007;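 active = inhibition above a set limit, 3 SD over the mean compound inhibition, cut at about 44% in these data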; note: inactives centre near -24
#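 Assay system – yeast BB579 (DeaD) · Dosing – single compound dose of 10 µM, 0.25% DMSO final · Detection – OD615 turbidity measurement · Buffer or medium – CSMM-D restrictive synthetic medium containing dextrose (glucose) · Benchmarks – positive control amphotericin B 10 µg/mL · Incubation – 48 h exposure, 30 °C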
# NPY-Y2 antag: NPY-Y2 receptor antagonists, primary screen, cell-based; Neuropeptide Y receptor type 2 (Homo sapiens), P49146; NPY-Y2 expressing cells, antagonist mode; inhibition, % at 2.7 µM; 140,000 compounds, 0.99% hits; AID 793, 2007; in the data active = inhibition above about 17%;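 note: 0% = vehicle with agonist challenge and 100% = reference antagonist with challenge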
# Target sequence (P49146 whole entry, looked up): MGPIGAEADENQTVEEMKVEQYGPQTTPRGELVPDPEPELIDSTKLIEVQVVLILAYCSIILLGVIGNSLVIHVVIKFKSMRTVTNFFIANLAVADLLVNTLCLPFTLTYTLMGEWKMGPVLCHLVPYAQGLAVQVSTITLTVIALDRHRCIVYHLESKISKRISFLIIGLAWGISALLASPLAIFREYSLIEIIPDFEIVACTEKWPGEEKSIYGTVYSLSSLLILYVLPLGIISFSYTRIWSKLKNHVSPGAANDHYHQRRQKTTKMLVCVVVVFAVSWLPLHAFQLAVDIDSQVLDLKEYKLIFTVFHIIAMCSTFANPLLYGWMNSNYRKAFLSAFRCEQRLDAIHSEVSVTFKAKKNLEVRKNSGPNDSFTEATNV
# Phagocytosis inh: inhibitors of macrophage phagocytosis, primary screen, imaging, J774A.1 cells, IgG beads | J774A.1 macrophage IgG-bead phagocytosis | inhibition, % at 5 µM | 110,000 compounds, 0.07% hits | AID 1029, 2008;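 active = inhibition above the mean of the plate negative controls plus 5 SD, cut at about 13% in these data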;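 note: phagocytic index as fraction of beads internalized from green versus red external bead signal; plate controls were DMSO negative control for no effect and cytochalasin-D positive control for full effect; some results beyond the cut were filed as inactive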
# Yeast lifespan up: compounds extending yeast replicative lifespan, primary screen, S. cerevisiae, OD615. S. cerevisiae growth with nicotinamide; deaD strain in restrictive glucose medium. inhibition of the nicotinamide effect, % at 10 µM. 130,000 compounds, 0.68% hits. AID 775, 2007;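 active = inhibition above a set limit, placed 3 SD over the median of all compounds, cut at about 26% in these data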;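 note: 0% = nicotinamide-treated wells and 100% = cells grown without nicotinamide; some compounds called inactive have numbers as strong as hits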
#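 Buffer or medium: CSMM-D glucose medium, restrictive; test system: modified budding yeast, DeaD strain; compound: single dose 10 µM compound, 0.25% DMSO; schedule: culture preincubation 4 h, compound exposure 48 h, both 30 °C; detection: optical density (absorbance) at 615 nm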
# GALR2 blocker: GALR2 antagonists in receptor-expressing cells, primary screen; AID 828, 2007; 140,000 compounds, 0.39% hits; antagonist mode; inhibition, % at 4 µM; in the data active = inhibition above about 27%;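 note: cells stimulated with galanin 1-16 at roughly its EC80; 0% = agonist challenge control and 100% = basal control without agonist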
# Target sequence (O43603 whole entry, looked up): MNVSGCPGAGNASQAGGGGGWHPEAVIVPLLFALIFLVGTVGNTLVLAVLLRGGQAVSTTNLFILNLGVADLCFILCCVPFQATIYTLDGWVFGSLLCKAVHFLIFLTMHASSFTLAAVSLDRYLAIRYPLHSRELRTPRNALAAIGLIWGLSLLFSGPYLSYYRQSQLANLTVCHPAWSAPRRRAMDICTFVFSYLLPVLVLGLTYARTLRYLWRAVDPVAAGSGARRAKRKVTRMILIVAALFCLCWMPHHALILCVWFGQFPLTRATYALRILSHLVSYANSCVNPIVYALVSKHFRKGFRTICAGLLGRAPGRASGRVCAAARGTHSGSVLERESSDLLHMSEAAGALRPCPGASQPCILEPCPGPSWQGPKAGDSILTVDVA
# MRP-1 activ: H69AR viability gain despite doxorubicin, primary screen, MRP-1 activator project, H69AR cells, CellTiter-Glo. 140,000 compounds, 0.61% hits. viability rescue. viability increase, % at 10 µM;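 active = viability gain under doxorubicin at or above a set limit, the compound median plus 3 SD, cut at about 4.7% in these data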;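 note: MRP-1 overexpressing cells given doxorubicin 25 µM after compound pretreatment; 18-22 h compound pretreatment then 72 h with doxorubicin before readout; 0% = doxorubicin-only wells and 100% = vehicle-treated cells without doxorubicin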
# bCat KO growth: primary screen for growth suppressors in beta-catenin knockout HCT116 cells (colon tumor, human); HCT116 beta-catenin knockout viability, CellTiter-Glo, 60 h; active compounds read low; viability, % at 10 µM; 140,000 compounds, 1.5% hits;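 active = viability at or under a set limit, the compound median less 4 SD, cut at about 6% in these data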;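 note: 0% = Hyamine 1622 control at 20 µM and 100% = untreated cell control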
# * = called active by the depositor; x = no result given; & = joins results of further samples.
cpd	structure	HCT116 PTEN-null	Measles CPE	E-sel TNF inh	Yeast growth inh	NPY-Y2 antag	Phagocytosis inh	Yeast lifespan up	GALR2 blocker	MRP-1 activ	bCat KO growth
1	COc1cc2c(cc1NC(=O)CSc1ccc(Cl)cc1)oc1ccccc12	93	3	x	-12	3	-5	2	-8	1.0	94
2	O=C(CCCc1c[nH]c2ccccc12)N1CCN(S(=O)(=O)c2cccs2)CC1	72	x	-40	-58	0	-1	-8	-5	-1.5	74
3	CCN(CC)S(=O)(=O)c1ccc(N2CCOCC2)c(C(=O)O)c1	100	7	-12	-21	1	0	-11	-23	-0.5	86
4	C[N+]1=C(/C=C/Nc2ccccc2Cl)C(C)(C)c2ccccc21	50	10	x	-39	5	-14	4	4	-0.3	28
5	O=C(CCn1c2c(c3ccccc31)CCCC2)NNC(=O)c1cccc([N+](=O)[O-])c1	94	6	x	-13	-4	-14	2	3	-0.6	93
6	COc1ccc(-c2cc3nc(C)c(CCC(=O)NC(C)CCc4ccco4)c(C)n3n2)c(OC)c1 (centres undefined)	89	31	-3	-12	8	x	-10	1	1.3	84
7	CCc1ccc(N(CC(=O)NC)S(C)(=O)=O)cc1	100	4	-51	-23	2	-3	18	8	1.1	124
8	CC1CCN(C(=O)CCCOc2ccc(Cl)cc2)CC1	88	5	-30	-14	9	x	x	6	2.4	86
9	Cc1cc(C)nc(/N=C(/NC(=O)Nc2cccc(Cl)c2)Nc2ccccc2)n1	83	20	13	-53	6	-1	-11	6	-0.5	87
10	Cc1ccc(S(=O)(=O)N2CCN(C(=O)CN3C(=O)NC4(CCOc5ccccc54)C3=O)CC2)cc1 (centres undefined)	89	6	17	-45	-2	-2	-5	-2	-2.1	81
11	CN(C)CCn1c(C(=O)Nc2ccccc2)cc2ccccc21	74	17	4	-6	20*	-2	0	7	-4.5	75
12	Cc1c(Br)c([N+](=O)[O-])nn1CC(=O)N1CCc2ccccc2C1	95	12	x	-40	2	-1	7	19	-0.8	89
13	Cc1ccc(Cn2c(SCCN3CCOCC3)nc3c2c(=O)n(C)c(=O)n3C)cc1	93	2	-10	-8	7	0	-8	4	-3.1	86
14	CCCCCNC(=O)CSC1=N/C(=C\c2ccc(Cl)c(Cl)c2)C(=O)N1CC	99&97	41*	x	1	1	0	-11	-9	-0.6	89
15	COc1ccc(N=CC2=C(O)c3ccccc3C2=O)cc1	60	6	6	-37	5	2	-15	-13	-0.9	73
16	COc1ccc(C(=O)OCCN2CCOCC2)cc1	90	7	26	2	3	x	x	6	-0.9	84
17	CCc1ccccc1NC(=O)NC1CCCCC1	94	0	23	-5	2	0	-3	-10	-1.0	93
18	O=C(NCc1ccco1)c1cccc(NS(=O)(=O)c2cccc(F)c2)c1	97	7	-16	-8	1	4	2	11	-2.0	95
19	N#Cc1cc2c(nc1SCc1cccnc1)CCCC2	105	14	-22	-17	3	0	-11	7	2.5	100
20	O=C(/C=C/c1ccccc1)c1ccccn1	4	8	-14	-3	4	x	7	3	-6.8	5.7*
21	NC(=O)CSc1nnc(Cc2csc(Nc3ccccc3)n2)n1Cc1ccccc1	89	12	-13	-48	1	2	-7	4	-0.3	90
22	COCCN1CSC(=S)N(Cc2ccco2)C1	41	7	-38	60*	-1	2	-8	4	-6.3	25
23	CCOC(=O)c1ccc(NC(=S)N2CCSC2c2c(F)cc(F)cc2F)cc1 (centres undefined)	81	8	x	-5	-3	-5	1	4	2.2	85
24	COc1cc(C(=O)NCc2ccco2)c(Br)c(OC)c1OC	105	2	-11	-7	-2	2	-11	-1	-1.7	97
25	CCNc1nc(NCC)nc(Oc2ccc(N)cc2)n1	96	6	-7	-31	0	0	-7	-19	-3.8	101
26	CC(=O)Nc1ccc(N2C(=O)c3cccc(NC(C)=O)c3C2=O)cc1	102	0	-17	-47	2	-1	-1	0	0.3	95
27	COc1ccccc1NC(=O)CSc1nnc(C2CCCCC2)n1C	92	1	-4	8	3	0	-16	-13	-1.8	86
28	CCn1c(=O)cc(SCC(=O)NCCN2CCN(Cc3ccccc3)CC2)c2ccccc21	67	10	-7	-14	5	-1	-18	-9	-3.9	73
29	CC12CCC(C(=O)Nc3ccccc3N3CCOCC3)(CC1=O)C2(C)C (centres undefined)	96	16	-27	-13	1	0	15	5	0.2	111
30	CCC1Sc2ccccc2N(CC(=O)NCCC(C)C)C1=O (centres undefined)	81	6	9	-7	4	x	-6	0	-4.3	85
31	O=C(O)c1cc(NCc2cccs2)ccc1N1CCOCC1	111	4	-10	-34	3	x	5	-10	1.2	100
32	Cc1ccc(NC(=O)CCSc2ccccn2)cc1	99	27	x	4	2	17	-6	4	-0.7	95
33	O=C(NNC(=O)c1cccs1)Nc1cccc(Cl)c1	93	17	-2	-41	2	x	-15	-7	-1.4	90
34	Cn1c(SCC(=O)Nc2ccccc2F)nnc1-c1cccnc1	112	10	-15	-18	-2	0	-1	10	1.3	100
35	COc1cc(/C=N/NC(=O)c2cc(-c3cccn3C)n[nH]2)cc(OC)c1OC	60	9	-18	-40	0	-2	-14	3	-2.5	75
36	O=c1c2[nH]c3ccc(Cl)cc3c2ncn1CCN1CCCCC1	84	3	14	-12	5	1	14	5	-0.7	86
37	Fc1ccccc1N1CCN(c2nc3ccccc3n3nnnc23)CC1	75	1	-56	-43	10	-1	-13	10	-1.0	85
38	COc1cccc(C2c3c(oc4ccc(F)cc4c3=O)C(=O)N2CCN2CCOCC2)c1OC (centres undefined)	76	4	-5	7	0	0	-8	-3	-2.1	93
39	COc1ccc(Cc2nc(-c3ccc(Br)o3)no2)cc1OC	83	13	x	-19	3	0	-10	0	-0.8	86
40	CCOC(=O)/C(=N\Nc1ccccc1Cl)N1CCN(Cc2ccccc2)CC1	81	9	x	59*	9	-9	-8	-1	5.1*	83

# Another view of some results above.
38: COc1cccc(C2c3c(oc4ccc(F)cc4c3=O)C(=O)N2CCN2CCOCC2)c1OC (centres undefined)
  HCT116 PTEN-null: 76
  Measles CPE: 4
  E-sel TNF inh: -5
  Yeast growth inh: 7
  NPY-Y2 antag: 0
  Phagocytosis inh: 0
  Yeast lifespan up: -8
  GALR2 blocker: -3
  MRP-1 activ: -2.1
  bCat KO growth: 93
37: Fc1ccccc1N1CCN(c2nc3ccccc3n3nnnc23)CC1
  HCT116 PTEN-null: 75
  Measles CPE: 1
  E-sel TNF inh: -56
  Yeast growth inh: -43
  NPY-Y2 antag: 10
  Phagocytosis inh: -1
  Yeast lifespan up: -13
  GALR2 blocker: 10
  MRP-1 activ: -1.0
  bCat KO growth: 85
32: Cc1ccc(NC(=O)CCSc2ccccn2)cc1
  HCT116 PTEN-null: 99
  Measles CPE: 27
  E-sel TNF inh: x
  Yeast growth inh: 4
  NPY-Y2 antag: 2
  Phagocytosis inh: 17
  Yeast lifespan up: -6
  GALR2 blocker: 4
  MRP-1 activ: -0.7
  bCat KO growth: 95
34: Cn1c(SCC(=O)Nc2ccccc2F)nnc1-c1cccnc1
  HCT116 PTEN-null: 112
  Measles CPE: 10
  E-sel TNF inh: -15
  Yeast growth inh: -18
  NPY-Y2 antag: -2
  Phagocytosis inh: 0
  Yeast lifespan up: -1
  GALR2 blocker: 10
  MRP-1 activ: 1.3
  bCat KO growth: 100

# (more compounds)
cpd	structure	HCT116 PTEN-null	Measles CPE	E-sel TNF inh	Yeast growth inh	NPY-Y2 antag	Phagocytosis inh	Yeast lifespan up	GALR2 blocker	MRP-1 activ	bCat KO growth
41	COc1ccc(C2=C(C#N)C(=O)OC2)cc1	95	17	2	-29	0	x	-18	8	-2.8	100
42	COc1ccc(-n2c(SCC(N)=O)nnc2-c2cccnc2)cc1	90	10	-2	-33	3	x	x	8	-1.3	104
43	Cc1ccc(N(C(=O)CCC(=O)Nc2cc(C)on2)C(C(=O)NC2CCCC2)c2ccncc2)cc1 (centres undefined)	89	12	-28	-43	1	-1	-9	13	-1.5	91
44	N#Cc1nc(COc2ccc(F)cc2)oc1N1CCCC1	87	18	x	17	4	3	-9	1	4.8*	91
45	COC(=O)c1cc2oc(C)cc2n1CC(=O)N(C)c1ccccc1	87	4	-9	-13	-1	x	-16	6	-1.1	85
46	CC1CN(C(c2ccco2)c2sc3ncnn3c2O)CC(C)O1 (centres undefined)	96	10	x	39	1	0	-6	5	0.9	101
47	CC(Oc1ccccc1)C(=O)NCc1cccnc1 (centres undefined)	98	3	6	-8	2	x	-6	4	1.2	98
48	CCn1cc(/C=N\NC(=O)Cc2ccc(Cl)cc2)cn1	99	6	x	-7	0	-1	-2	10	-0.3	101
49	Cc1ccc(S(=O)(=O)NNC(=O)c2csnn2)cc1	95	8	x	10	2	-2	1	-2	-0.5	95
50	COc1ccc(C2CC(C(F)(F)F)n3ncc(C(=O)Nc4c(C)n(C)n(-c5ccccc5)c4=O)c3N2)cc1 (centres undefined)	95	4	-3	1	4	x	x	6	-5.0	93

# Just NPY-Y2 antag, for four of the compounds above:
nr	compound	NPY-Y2 antag
18	O=C(NCc1ccco1)c1cccc(NS(=O)(=O)c2cccc(F)c2)c1	1
19	N#Cc1cc2c(nc1SCc1cccnc1)CCCC2	3
20	O=C(/C=C/c1ccccc1)c1ccccn1	4
21	NC(=O)CSc1nnc(Cc2csc(Nc3ccccc3)n2)n1Cc1ccccc1	1

# (next part)
cpd	structure	HCT116 PTEN-null	Measles CPE	E-sel TNF inh	Yeast growth inh	NPY-Y2 antag	Phagocytosis inh	Yeast lifespan up	GALR2 blocker	MRP-1 activ	bCat KO growth
51	Cc1cccc(C)c1NC(=O)c1ccc(-n2cncn2)nc1	101	4	55	-50	0	0	-3	11	-0.8	94
52	COc1ccc(C2C(C(=O)NCC3CCCO3)CCC(=O)N2c2ccc3c(c2)OCO3)cc1 (centres undefined)	85	2	-17	-5	2	-3	25	11	-1.0	91
53	COc1cccc(C2NC(CC(C)C)(C(=O)O)C3C(=O)N(Cc4ccccc4)C(=O)C23)c1O (centres undefined)	91	16	-9	-39	3	-2	4	8	-1.0	100
54	CC(CN1CCCCC1)OC(=O)c1ccccc1Cl (centres undefined)	96	7	x	-8	4	0	0	0	0.3	101
55	Cc1[nH]n(-c2ccccc2)c(=O)c1S(=O)(=O)c1ccccc1	97	4	x	-24	11	-1	-2	7	1.0	91
56	O=C(COc1ccccc1)NC1CCN(Cc2ccccc2)CC1	90	10	-3	-33	3	4	-12	9	-2.6	86
57	COc1ccc(C(=O)c2coc3ccc(O)c(CN4CCOCC4)c23)cc1	83	9	x	-36	12	x	7	6	-3.5	95
58	Cc1ccc(C2=NN(C(=S)Nc3ccccc3)C(c3ccco3)C2)cc1 (centres undefined)	41	1	13	9	7	x	-6	-3	0.8	52
